From PubChem BioAssay
XiGFP reactiv: activators of inactive X chromosome reactivation, primary screen, imaging, XiGFP fibroblasts, GFP high-content imaging, set 2 | actives 0.055% (n = 360,000) | XiGFP mouse fibroblasts, % GFP-positive cells imaging, 3 d; cells co-treated with 5-aza-dC sensitizer; scaled so ellipticine positive control = 100% | activation, % at 7.58 µM | AID 743238, 2013;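 active = mean normalized replicate activation at least 10% and every replicate at or above 10%; inconclusive = only one of the two criteria met; inactive = mean below 10% and not all replicates reach 10%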;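 note: 0% = median of on-plate neutral control wells and 100% = ellipticine 6 µM median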
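Schedule: 3 d treatment, 15 min room-temperature fixation; system: 68-5-11 XiGFP fibroblast line; buffer or medium: DMEM plus 5-aza-dC sensitizer; control set: ellipticine 6 µM positive control; compound: one concentration, pinned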
* hit, by the source's call; ? = inconclusive. A portion of the library. The share of hits here may be higher or lower than overall.

SMILES | XiGFP reactiv
COCC(=O)N1CC(=O)N2[C@H](C1)[C@@H](c1ccc(-c3cccnc3)cc1)[C@@H]2CO | 0.2
CCCN(CCC)c1c([N+](=O)[O-])c(=O)oc2ccccc12 | -0.1
COc1cccc(C(=O)NC(=S)Nc2ccc([N+](=O)[O-])cc2C)c1 | 0.3
COCC(=O)N1CC2(C1)CN(C(=O)c1ccccn1)[C@H](CO)c1c2c2ccc(OC)cc2n1C | 0.6
COc1ccc(NC(=O)c2ccc(OC(F)F)cc2)cc1Cl | -0.1
CCCCNc1nc2ccccc2nc1Cl | 0.0
N#CCCn1nc(-c2ccc(Cl)cc2)cc1Nc1ccccc1NC(=O)C(F)(F)F | 0.1
CC(=O)N(C)C[C@@H]1Oc2ncccc2C(=O)N(C)C[C@H]1C | 0.0
C/C=C/c1ccc([C@H]2[C@H](CO)N(C(=O)C3CCCC3)C23CN(C(=O)NC(C)C)C3)cc1 | 0.2
CC(=O)Nc1ccc2c(c1)CC(=O)N(C)C[C@H](C)[C@@H](CN(C)C(C)=O)O2 | 0.3
Cc1ccc(S(=O)(=O)N(C)C[C@H]2OCc3ccccc3-c3ccccc3C(=O)N([C@H](C)CO)C[C@@H]2C)cc1 | 0.3
CC(=O)Nc1ccc2c(c1)C(=O)N(C)C[C@H](C)[C@H](CN(C)C(=O)NC(C)C)O2 | 0.1
CCN1CCN(c2ccc(NC(=O)c3ccc4c(c3)[nH]c(=O)n4Cc3ccc(OC)cc3)cc2)CC1 | 0.0
CCOc1c(Cl)cc(CNc2ccc(S(N)(=O)=O)cc2)cc1OC | 0.0
NS(=O)(=O)c1ccc(CCNC(=S)Nc2ccc(S(N)(=O)=O)cc2)cc1 | -0.1
CC(=O)Nc1ccc2c(c1)CC(=O)N(C)C[C@H](C)[C@@H](CN(C)C)O2 | 0.3
O=C(CN1C(=O)/C(=C\c2ccc(C(F)(F)F)cc2)Sc2ccccc21)NCc1ccco1 | 0.1
C(=C\c1nc(N2CCCC2)c2ccccc2n1)/c1ccccc1 | 0.2
Cc1ccc(C)c(C(=O)COC(=O)CCCC(=O)Nc2cc(C(F)(F)F)ccc2Cl)c1 | 0.6
CCc1nnc(NS(=O)(=O)c2ccc(N/C=C\C(=O)c3cccc4ccccc34)cc2)s1 | 0.1

The final 2 records of the section above open the next one:
SMILES | XiGFP reactiv
Cc1ccc(C)c(C(=O)COC(=O)CCCC(=O)Nc2cc(C(F)(F)F)ccc2Cl)c1 | 0.6
CCc1nnc(NS(=O)(=O)c2ccc(N/C=C\C(=O)c3cccc4ccccc34)cc2)s1 | 0.1
O=c1c2ccccc2cnn1Cc1n[nH]c(=S)n1-c1ccc(Cl)cc1 | 0.0
CC(C)[C@H](C)NC(=O)N(C)C[C@H]1OCc2ccccc2-c2ccccc2C(=O)N([C@@H](C)CO)C[C@H]1C | -0.6
C[C@@H]1CN([C@@H](C)CO)C(=O)Cc2cc(NC(=O)NC3CCCCC3)ccc2O[C@@H]1CN(C)Cc1ccc(C(=O)Nc2ccccc2N)cc1 | 0.4
O=C1N[C@H](c2ccccc2)COCc2cn(nn2)CC[C@H]1Cc1ccc(C(F)(F)F)cc1 | 0.2
CN(CCC1CCCCO1)C(=O)CCc1nnc(CCCCc2ccccc2)o1 (centres undefined) | 0.1
COc1ccc2c3c(n(C)c2c1)[C@@H](CO)N(C)CC31CCN(S(C)(=O)=O)CC1 | 0.3
CNC[C@H]1OCc2ccccc2-c2c(n(C)c3ccccc23)C(=O)N([C@@H](C)CO)C[C@H]1C | 1.5
O=C(C[n+]1cc(-c2ccc(Cl)c(Cl)c2)n2c1CCC2)N1c2ccccc2Sc2ccccc21 | 0.1
CC(=O)N(C)C[C@H]1Oc2ccccc2CC(=O)N(C)C[C@H]1C | 0.0
CC(=O)N1CC(=O)N2[C@H](CO)[C@@H](c3ccc(-c4ccc(C#N)cc4)cc3)[C@@H]2C1 | 0.7
CN(C)S(=O)(=O)c1cccc(NC(=O)COC(=O)/C=C/c2ccco2)c1 | 0.3
Cc1cccc(NC(=S)NNc2ncc(C(F)(F)F)cc2Cl)c1 | 0.8
COc1ccc(C2CC3(CC(C)(C)NC(=S)N3)Oc3cc(O)cc(C)c32)cc1 (centres undefined) | 0.3
COc1ccccc1N1CCN(C(=S)Nc2ccc3nc(N4CCOCC4)cc(C)c3c2)CC1 | 0.0
COC(=O)c1c(NC(NC(C)=O)C(Cl)(Cl)Cl)sc2c1CCCC2 (centres undefined) | 0.3
O=C(CN1C(=O)S/C(=C/c2cc(Br)cs2)C1=O)N1CCOCC1 | 0.0
COCC#Cc1ccc([C@@H]2[C@@H](CO)N3C(=O)CN(C(=O)Nc4cc(F)ccc4F)C[C@@H]23)cc1 | 0.2
Cc1onc(-c2ccccc2Cl)c1C(=O)NC(=S)NCC(=O)c1ccccc1 | 0.0
COC(=O)CNC(c1ccccc1)c1cc(C)ccc1NC(=O)c1cccc(Cl)c1 (centres undefined) | 0.0
CCN(CC)c1ccc(/C=C/C(=O)c2ccc(Br)cc2)cc1 | 0.0

3 entries drawn at random from those above:
SMILES | XiGFP reactiv
Cc1onc(-c2ccccc2Cl)c1C(=O)NC(=S)NCC(=O)c1ccccc1 | 0.0
COCC#Cc1ccc([C@@H]2[C@@H](CO)N3C(=O)CN(C(=O)Nc4cc(F)ccc4F)C[C@@H]23)cc1 | 0.2
COC(=O)CNC(c1ccccc1)c1cc(C)ccc1NC(=O)c1cccc(Cl)c1 (centres undefined) | 0.0

More records follow:
SMILES | XiGFP reactiv
C[C@@H]1CC=CC[C@H](c2ccc(F)cc2)NC(=O)[C@H](C)N(C)C(=O)c2ccccc2O1 (mixture of isomers) | -0.1
O=C(CN1CCN(C(=S)NC2CCCC2)CC1)Nc1ccc(Oc2ccccc2)cc1 | 0.4
Cc1ccc(OCCn2c3ccccc3n3nc(C)c(=O)nc23)cc1 | 0.1
Fc1ccc(CNCc2ccccc2C(F)(F)F)cc1 | 0.1
CO[C@H]1CN(C)C(=O)c2ccc(NC(=O)C3CCCCC3)cc2OC[C@H](C)NC[C@@H]1C | ?
O=C1[C@H](Cc2ccc(C(F)(F)F)cc2)CCn2cc(nn2)COC[C@@H]2CCCCN12 | 0.3
O=c1cc(N2CCCCCC2)[nH]c(=O)n1-c1ccccc1Cl | 0.0
C=CCN(c1ccccc1OC)S(=O)(=O)c1cccc(C(=O)OCC(=O)c2c[nH]c3ccccc23)c1 | 0.1
COc1cc(NC(=O)CN2CCN(c3ccccc3O)CC2)c(C)cc1[N+](=O)[O-] | -0.1
O=C(CSc1n[nH]c(-c2cc(Cl)ccc2Cl)n1)NCCN1C(=O)CSC1=O | 0.3
Cc1c(C(=O)C(=O)N2CCCc3ccccc32)c2ccccc2n1C | 0.1
S=C(NC1CCCCC1)N1CCN(C/C=C/c2ccccc2)CC1 | -0.1
CCC(N=c1cc(-c2ccc(OC)cc2)oc2ccc(C)cc12)C(=O)O (centres undefined) | 0.0
N/C(=N/O)C(c1ccccc1)c1ccccc1 | 0.1
Cc1nn(-c2ccccc2Cl)c(Cl)c1/C=N/Nc1cccc(C(=O)O)c1 | -0.1
COc1ccc(C[C@H]2CCn3nncc3COC[C@H](CC(C)C)NC2=O)cc1 | 0.2
O=C(CSc1nc2ccccc2[nH]1)Nc1nc(-c2ccccc2)c(-c2ccccc2)o1 | 0.0
COC(=O)/C(N=Nc1c(C)n(C)n(-c2ccccc2)c1=O)=C(\C)O | 0.0
CN1CCN(C(=S)Nc2cccc(Cl)c2)CC1 | 0.4
COc1ccc2c3c([nH]c2c1)[C@H](CO)N(C(=O)C1CCOCC1)CC31CCN(Cc2cccc(F)c2)CC1 | 0.5
N#CC1=C(S)N(c2ccccc2)C(c2ccc(-c3ccccc3Cl)o2)NC1=O (centres undefined) | -0.1
CC(=O)NC1(C(F)(F)F)N=C(c2ccccc2)NC1=O (centres undefined) | 0.1
O=C(/C=C/Nc1ccccc1F)c1ccc(Br)cc1 | 0.1
COc1ccc(N2C(=O)CC3(CCCC3)CC2=O)cc1 | 0.0
O=C1NCCOCn2nncc2CC[C@@H]1Cc1cccc(Cl)c1 | 0.4
Cc1ccc(C(=O)Nc2ccc(C)c(S(=O)(=O)N(C)C)c2)s1 | -0.1
O=C(NCCC1=CCCCC1)c1ccc([N+](=O)[O-])cc1 | 0.0
Fc1ccc2nc(Nc3nc4c(F)cccc4s3)sc2c1 | 0.5
CC(=O)N1N=C(c2ccc(Br)cc2)OC1(C)CC(=O)Nc1ccccc1 (centres undefined) | 0.0
COc1ccccc1-c1nnc(NC(=O)C2=COCCO2)o1 | 0.6
CN(Cc1nc2ccc(F)cc2[nH]1)Cc1nc(CC2CC2)no1 | 0.0
COc1ccc2c3c(n(C)c2c1)[C@H](CO)N(Cc1ccccc1OC)CC31CCN(CC2CC2)CC1 | 0.1
O=c1c2c(nc3cc(-c4ccc(Cl)cc4)[nH]n13)CCS2 | 0.0
O=C1/C(=C\c2ccco2)SC(=S)N1c1ccccc1 | 0.1
Cc1ccccc1N/C(SCc1cccc(Br)c1)=C(/C#N)C(N)=O | 0.0
CCOc1ccc(/C=N/OCC(=O)NCc2ccc3c(c2)OCO3)cc1OC | 0.0
O=C(N/N=C/c1ccc2c(c1)OCO2)c1cc(-c2ccncc2)nc2ccccc12 | -0.3
COc1ccc(NC(=S)Nc2ccc(OC)cc2OC)c(OC)c1 | 0.0
COc1ccc(/C=C2/SC(=O)N(CCC(=O)Nc3ccc(S(=O)(=O)Nc4nccs4)cc3)C2=O)cc1 | 0.9
COc1ccc2c3c([nH]c2c1)[C@@H](CO)N(Cc1ccccc1)CC31CN(C(=O)c2ccccn2)C1 | 0.0
C[C@@H]1CN([C@H](C)CO)C(=O)c2ccccc2-c2ccccc2CO[C@@H]1CN(C)C(=O)c1cc(Cl)cc(Cl)c1 | 0.1
CN(C)CC(=O)N1[C@@H](CO)[C@H](c2ccccc2)C12CN(CC1CC1)C2 | 0.0
COc1ccc(CC(=O)Nc2nc(-c3cccc([N+](=O)[O-])c3)cs2)cc1 | 0.2
C[C@@H]1CC=CC[C@@H](c2ccccc2)NC(=O)[C@H](Cc2ccccc2)N(C)C(=O)c2ccccc2O1 (mixture of isomers) | 0.0
O=C(O)CCCCCn1c(SCC(=O)c2ccc(O)c(O)c2)nc2ccsc2c1=O | 0.0
CCOc1ccccc1NC(C)C(=O)Nc1cc(C(F)(F)F)ccc1N1CCOCC1 (centres undefined) | 0.7
CCCCCCC(=O)N/N=C/c1ccco1 | 0.0
C=CCCC1(C)C(=O)N(c2ccccc2)c2ccccc21 (centres undefined) | 0.0
Cc1ccc(-n2c(=S)[nH]c3nc4c(cc3c2=O)COC(C)(C)C4)cc1 | -0.4
C/C(=N\NC(=O)c1ccc(NS(=O)(=O)c2cccs2)cc1)c1ccc(Cl)cc1 | 0.2
Carrying on.
SMILES | XiGFP reactiv
COCC#Cc1ccc([C@H]2[C@H](CO)N3C(=O)CN(C(=O)Nc4cc(F)ccc4F)C[C@@H]23)cc1 | 0.5
Cc1cc(C)nc(N/N=C/C2=C(N3CCOCC3)C(=C\c3ccc(Cl)cc3)/CC2)n1 | 0.4
CC(=O)N1CC(=O)N2[C@@H](CO)[C@H](c3ccc(-c4ccc(C#N)cc4)cc3)[C@@H]2C1 | 0.4
CC(C)(C)[S@@](=O)N1Cc2cc(C(=O)N3CCOCC3)nc(-c3cccc(C4=CCCC4)c3)c2[C@H]1CCO | -0.1
O=C(CCc1ccc(S(=O)(=O)NCc2ccccc2)cc1)NCC1CCCO1 (centres undefined) | 0.0
CCCCn1cnc(C(=O)OCC)c1N | 0.0
COc1ccc(N2CCN(C(=O)CN3CCN(C(c4ccccc4)c4ccccc4)CC3)CC2)cc1 | 0.8
CC(C)NC(=O)N(C)C[C@@H]1Oc2ccc(N)cc2C(=O)N(C)C[C@@H]1C | 0.2
COc1ccc(NC(=O)/C(C#N)=C/c2ccc(OCc3ccccc3F)cc2)cc1 | 0.0
O=S(=O)(c1cccc(C(F)(F)F)c1)N1CCN(C(=S)NC2CC2)CC1 | 0.7

Some values from the list:
For XiGFP reactiv, CC(C)(C)[S@@](=O)N1Cc2cc(C(=O)N3CCOCC3)nc(-c3cccc(C4=CCCC4)c3)c2[C@H]1CCO reads -0.1
For XiGFP reactiv, COc1ccc(NC(=O)/C(C#N)=C/c2ccc(OCc3ccccc3F)cc2)cc1 reads 0.0
For XiGFP reactiv, CCCCn1cnc(C(=O)OCC)c1N reads 0.0
For XiGFP reactiv, O=C(CCc1ccc(S(=O)(=O)NCc2ccccc2)cc1)NCC1CCCO1 (centres undefined) reads 0.0
For XiGFP reactiv, COCC#Cc1ccc([C@H]2[C@H](CO)N3C(=O)CN(C(=O)Nc4cc(F)ccc4F)C[C@@H]23)cc1 reads 0.5

Next section
SMILES | XiGFP reactiv
CCn1cc(C(=O)NCc2ccccc2Cl)cn1 | 0.4
CNC[C@H]1Oc2ccccc2C(=O)N(C)C[C@@H]1C | 0.3
COCCCNC(=O)CN1C(=O)/C(=C\c2ccc(C)cc2)Sc2ccccc21 | 0.0
NC(=O)c1ccc(C(=O)c2ccc([N+](=O)[O-])cc2)cc1 | 0.0
O=C(/C=C/c1ccc(-c2ccccc2)o1)c1ccccc1 | -0.2
CCS(=O)(=O)N1CC(=O)N2[C@@H](CO)[C@H](c3ccc(-c4ccccc4C)cc3)[C@@H]2C1 | 0.2
CCN=c1scc(-c2cccs2)n1/N=C/c1cc(OC)ccc1O | -0.1
C[C@H](CO)N1C[C@H](C)[C@@H](CN(C)C(=O)Nc2ccc3c(c2)OCO3)Oc2c(NC(=O)NC3CCCCC3)cccc2C1=O | 0.2
Cc1ccc(N=c2sc(C)c(C)n2C)cc1 | 0.0
Cc1c(NC(=O)CCCCCN2C(=O)c3ccccc3C2=O)c(=O)n(-c2ccccc2)n1C | 0.3
Cc1ccc(N(C(=O)Cc2cccs2)C(C(=O)NC2CCCCC2)c2ccccn2)cc1C (centres undefined) | 0.5
CCC(CC)C(=O)N1CCN(c2cccc(C)c2C)CC1 | 0.0
